# Keap1-Nrf2 PPI: disrupts human Keap1 binding to Nrf2 peptide | Q14145 | Keap1 Kelch-Nrf2 peptide fluorescence polarization, 1536-well | inhibition, % at 9.4 µM | 340,000 tested, 0.15% active | AID 504523; in the data active = inhibition above about 12%;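 also: human Keap1 Kelch domain with fluorescein labeled Nrf2 9mer peptide probe; 0% = neutral control wells and 100% = peptide positive control; higher means more block of Keap1 binding to Nrf2 peptide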
# LANA DNA inh: KSHV C-LANA DNA binding inhibition; 340,000 tested, 0.078% active; inhibition, % at 9 µM; MBP-C-LANA/FAM-LBS DNA binding, fluorescence polarization; AID 504423;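 active = highest replicate inhibition at or above 60% at 9 µM, even if other replicates fall short; inactive = all replicates below 60% inhibition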;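 also: 0% = neutral control wells and 100% = 4 µM acridine orange control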
# CAL PDZ FP-1: blocks peptide binding to human CAL PDZ domain; Q9HD26; purified CAL PDZ, TMR-peptide fluorescence polarization, 1 h; inhibition, % at 20 µM; 330,000 tested, 0.02% active; AID 504414;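 active = highest replicate inhibition of at least 40%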;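 also: plate controls were DMSO neutral control wells for no effect and unlabeled competitor peptide control wells for full effect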
#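 material = purified tagged CAL PDZ domain construct (CerCALP) | buffer or medium = sodium phosphate/NaCl buffer pH 7.4 with TCEP, IgG, Thesit | reagent = TMR-labelled reporter peptide T*-PRC34 bound in PDZ groove | incubation = 1 h room-temperature incubation prior to read | measured by = fluorescence polarization (mP) | evaluation = percent inhibition from loss of millipolarization | control set = unlabelled peptide and DMSO controls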
# Arrestin-AP2 inh: human beta-arrestin and AP2 interaction inhibition; FITC-arrestin peptide / GST-AP2 beads, flow cytometry; AP2 beta2 appendage carries R879A mutation; inhibition, % at 10 µM; 340,000 tested, 0.31% active;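 active = inhibition above a set limit, near 3 SD of compounds lacking own fluorescence, cut at about 54% in these data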;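 also: plate controls were DMSO wells for no effect and 5 µM unlabelled arrestin peptide for full effect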
#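 Material – AP2 appendage R879A on GSH beads · Buffer or medium – PBS with 0.05% Tween 20 and 0.1% BSA · Probe or stimulus – fluorescein-tagged arrestin peptide at 50 nM final · Incubation – compound with beads 12 min RT, then probe 1 h RT · Detection – high-throughput flow cytometry of beads, ex 488, em 535 nm · Evaluation – percent response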
# V-ATPase pH: regulators of yeast V-ATPase proton transport; S. cerevisiae, pHLuorin cytosolic pH fluorescence; response, % at 10 µM; 350,000 tested, 0.37% active; in the data active = response mostly above about 7.3%, no sharp cut-off; inactive = mostly below about 5.4%; also: actives read high; inactives centre near 0; some compounds called inactive have numbers as strong as hits
# NSD2 inh: blocks human histone methyltransferase NSD2. O96028. NSD2 peptide methylation, AlphaScreen, 120 min. inhibition, % at 12.5 µM. 310,000 tested, 0.54% active; in the data active = inhibition above about 50%
# Cardiac RTF inh: cardiac RTF calcium desensitization | AID 493244 | inhibition, % at 7.15 µM | IANBD-labeled cardiac RTF, Ca2+ fluorescence | P19429+P45379 | 340,000 tested, 0.12% active;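 active = inhibition above the mean inhibition of all tested compounds plus 3 SD, cut at about 17% in these data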;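 also: assay run at fixed EC70 calcium of 1.6 mM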
# DAGLB inhibitor: blocks human DAGLB lipase activity; inhibition, % at 5.17 µM; 340,000 tested, 0.059% active; Q8NCG7; HEK293T DAGLB membrane lysate, EnzChek fluorogenic substrate; in the data active = inhibition above about 34%;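 also: 0% = enzyme with vehicle and 100% = wells lacking enzyme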
# DSG3 Ab inh: human desmoglein-3 autoantibody binding inhibition; binding (percent of control), % at 10 µM; DSG3-coupled beads, scFv-anti-DSG3-GFP binding, flow cytometry; stronger effect = lower value; 310,000 tested, 0.48% active;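 active = binding more than 3 SD below its plate's average and above zero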;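 also: hits lower antibody fragment binding to DSG3; some compounds called inactive have numbers as strong as hits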
# Target sequence (P32926 whole entry, looked up, the tested form may be a part): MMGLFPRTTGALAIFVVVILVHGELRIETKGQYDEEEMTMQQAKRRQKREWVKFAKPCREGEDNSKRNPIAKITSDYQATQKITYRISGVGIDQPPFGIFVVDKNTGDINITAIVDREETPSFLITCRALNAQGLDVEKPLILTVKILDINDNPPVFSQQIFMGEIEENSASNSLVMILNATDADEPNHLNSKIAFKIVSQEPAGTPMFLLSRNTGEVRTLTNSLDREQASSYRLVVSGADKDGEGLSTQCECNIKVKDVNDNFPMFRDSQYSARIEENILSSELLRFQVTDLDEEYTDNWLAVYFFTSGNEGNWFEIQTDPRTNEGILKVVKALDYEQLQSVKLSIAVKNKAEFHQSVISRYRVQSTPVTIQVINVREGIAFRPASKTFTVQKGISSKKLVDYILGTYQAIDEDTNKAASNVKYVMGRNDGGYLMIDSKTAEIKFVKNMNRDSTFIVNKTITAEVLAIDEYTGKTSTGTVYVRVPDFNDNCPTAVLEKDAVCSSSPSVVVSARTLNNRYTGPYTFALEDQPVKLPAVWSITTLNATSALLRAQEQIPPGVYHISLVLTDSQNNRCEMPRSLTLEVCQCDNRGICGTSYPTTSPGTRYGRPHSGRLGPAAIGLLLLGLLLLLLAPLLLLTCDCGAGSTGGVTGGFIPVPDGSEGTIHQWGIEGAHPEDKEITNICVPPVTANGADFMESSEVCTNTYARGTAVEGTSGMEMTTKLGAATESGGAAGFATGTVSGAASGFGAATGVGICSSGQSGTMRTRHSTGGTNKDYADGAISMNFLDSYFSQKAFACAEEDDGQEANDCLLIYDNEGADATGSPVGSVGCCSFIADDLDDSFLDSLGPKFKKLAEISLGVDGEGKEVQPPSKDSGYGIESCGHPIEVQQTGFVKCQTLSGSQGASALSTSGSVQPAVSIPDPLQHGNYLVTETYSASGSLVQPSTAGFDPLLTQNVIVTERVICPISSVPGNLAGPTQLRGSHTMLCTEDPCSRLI
# CAL PDZ FP-2: blocks peptide binding to the human CAL PDZ domain; Q9HD26; purified CAL PDZ, TMR-peptide fluorescence polarization, 1 h; inhibition, % at 24.9 µM; 300,000 tested, 0.92% active; AID 602252;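 active = mean inhibition of at least 30% with at least half of replicates also reaching 30%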;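 also: 0% = DMSO neutral control and 100% = excess unlabeled competitor peptide PRC23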
# An asterisk follows results filed as active; · = no result given. Not all compounds are listed (hit frequency here may not be typical).
SMILES,Keap1-Nrf2 PPI,LANA DNA inh,CAL PDZ FP-1,Arrestin-AP2 inh,V-ATPase pH,NSD2 inh,Cardiac RTF inh,DAGLB inhibitor,DSG3 Ab inh,CAL PDZ FP-2
Cc1cc(C)n(-c2ccc(C(=O)OCc3ccccc3)cc2)n1,0,1.5,-2.0,11,-2,-7,12,-11,84,-5
CC1CCN(C2(O)C(=O)Nc3ccc(Cl)cc32)CC1 (stereo not given),0,1.6,0.0,5,-3,1,-4,-4,103,1
Cc1ccc(C(=O)Nc2nc(=O)n(C(=O)c3ccccc3C)s2)cc1,0,1.6,-0.4,26,-3,4,3,2,104,-5
CC(=O)Nc1ccc(C)c([N+](=O)[O-])c1,-7,-1.0,-0.2,-1,-1,-5,-6,-1,104,-2
S=c1nc(C2COc3ccccc3O2)[nH][nH]1 (stereo not given),-4,-0.6,0.6,10,-1,-3,-12,2,100,-3
Cc1nc(SCC(=O)N2CCOCC2)c2ccsc2n1,2,0.1,0.4,-8,-3,·,-2,3,·,-2
COc1ccc(NC(=O)/C=C/c2ccccc2)cn1,-4,2.0,-1.9,-2,2,-4,0,-2,84,0
O=C(c1c(F)cccc1F)N1CCCC(c2nc(-c3cccs3)no2)C1 (stereo not given),2,-0.7,-0.8,22,3,-4,-9,-3,115,-3
Cc1ccc(-c2ccc(S(=O)(=O)N3CCN(C)CC3)cc2)cc1,-3,1.6,-0.7,-5,-1,1,-1,2,103,·
Cc1cc(N2CC(C(=O)NCc3cccs3)CC2=O)ccc1C(C)C (stereo not given),2,-0.5,-1.1,-5,-5,0,3,-2,95,-1
CCn1c(SCC(=O)Nc2nnc(C)s2)nc2c(c1=O)SC(C)C2 (stereo not given),2,0.6,-0.2,13,3,·,0,-1,107,-2
OCCCn1c(C2CCCN2c2nc(-c3ccc(F)cc3)cs2)nc2cc(C(F)(F)F)ccc21 (stereo not given),-6,-1.8,0.3,-1,0,·,-7,-2,106,0

# Exported bar-delimited: entries from further up.
molecule | Keap1-Nrf2 PPI | LANA DNA inh | CAL PDZ FP-1 | Arrestin-AP2 inh | V-ATPase pH | NSD2 inh | Cardiac RTF inh | DAGLB inhibitor | DSG3 Ab inh | CAL PDZ FP-2
Cc1nc(SCC(=O)N2CCOCC2)c2ccsc2n1 | 2 | 0.1 | 0.4 | -8 | -3 | · | -2 | 3 | · | -2
COc1ccc(NC(=O)/C=C/c2ccccc2)cn1 | -4 | 2.0 | -1.9 | -2 | 2 | -4 | 0 | -2 | 84 | 0
O=C(c1c(F)cccc1F)N1CCCC(c2nc(-c3cccs3)no2)C1 (stereo not given) | 2 | -0.7 | -0.8 | 22 | 3 | -4 | -9 | -3 | 115 | -3

# (next part)
SMILES,Keap1-Nrf2 PPI,LANA DNA inh,CAL PDZ FP-1,Arrestin-AP2 inh,V-ATPase pH,NSD2 inh,Cardiac RTF inh,DAGLB inhibitor,DSG3 Ab inh,CAL PDZ FP-2
CC(=O)N1CCN(S(=O)(=O)c2cccc(C(=O)OCc3ccc(C(C)(C)C)cc3)c2)CC1,-4,5.4,-0.5,-10,2,-2,8,-1,107,3
O=C(O)c1ccccc1NC(=O)C1C2C=CC(C2)C1C(=O)O (stereo not given),-2,1.3,0.2,5,0,2,1,-1,125,0
Cc1nnc(SCc2cc(=O)n3[nH]cnc3n2)s1,2,1.1,-0.4,2,4,8,3,-3,96,·
Cc1ccc(Cn2nc(C)c(NC(=O)c3nn(C)cc3Cl)c2C)cc1,-1,-0.3,0.1,1,-2,1,6,-2,·,-4
Cc1cccc(S(=O)Cc2ccc(C(=O)N3CCN(C(=O)c4ccco4)CC3)o2)c1 (stereo not given),-5,0.3,1.6,3,0,-3,-2,0,113,-3
CCCCc1nc2ccccc2c(N)c1CCC (tested in a mixture with another compound),-2,-1.4,-4.2,-9,0,1,1,-1,121,-2
CCOC(=O)CSc1nc(N)nc(C)c1Br,0,1.0,-1.4,4,1,6,5,-3,93,2
Cc1ccc(S(=O)(=O)N2C[C@@H]3[C@H]4CC[C@H](C4)[C@@H]3[C@@H](C)[C@H]2C#N)cc1,-2,-1.7,-0.1,-1,-2,·,-2,-8,110,-3
CCOC(=O)c1nc(C)sc1-c1ccnn1S(=O)(=O)c1ccccc1C(F)(F)F,-4,0.4,-3.1,1,2,25,·,·,93,·
Cc1nc(SCC(=O)N2CCC(Cc3ccccc3)CC2)[nH]c(=O)c1C,-1,-1.3,-2.1,-10,3,2,-2,1,98,0
COCCNC(=O)c1c[nH]c2cc(OC)c(OC)cc2c1=O,-6,-1.7,-0.1,0,1,-1,-9,1,111,2
O=C(NCCCN1CCN(c2ccc(F)cc2)CC1)Nc1ccc([N+](=O)[O-])cc1,-3,0.4,1.0,3,2,7,9,2,102,1
O=C(c1ccc2c(c1)OCCCO2)c1cccs1,-6,-0.8,-1.3,9,3,-3,-1,-5,103,1
O=C(CSc1nnc(-c2ccc(F)cc2)n1CC1CCCO1)NCc1ccco1 (stereo not given),0,0.3,1.1,-3,1,1,-10,1,109,·
Cc1nc(NC(=S)NC(=O)COc2ccccc2Cl)ccc1Br,1,-1.5,-3.0,-3,1,-2,5,0,100,-1
Cc1cc(C)nc(N/N=C/c2ccccc2)n1,-6,-1.0,-2.3,-3,-3,1,-2,2,96,·
COc1ccc(/C=N/NC(=O)c2sc3nc(C)cc(C)c3c2N)cc1,1,1.9,0.8,0,-19,-2,0,0,95,0
Cc1ccc(SCC(=O)NC(=O)Nc2ccc3c(c2)OCCO3)c(C)c1,-5,1.5,-0.6,4,6,-1,-18,-1,99,-8
CC(=O)c1ccc(NC(=O)C2CC(=O)N(C(C)C)C2)cc1 (stereo not given),-3,-0.5,-3.0,-6,3,-2,-10,0,116,-2
Cn1c(=O)[nH]c(=O)c2c1nc1n2CC(COc2ccc3ccccc3c2)O1 (stereo not given),-1,0.8,0.8,25,-2,-5,10,1,107,-6
COC(=O)c1c(NC(=O)c2ccco2)sc2c1CC(C)(C)NC2(C)C,2,-1.5,-2.2,-10,-3,-7,12,2,113,·
CCCn1c(N)c(N(CCOC)C(=O)COC(=O)COc2c(C)cc(C)cc2C)c(=O)[nH]c1=O,·,·,·,·,3,-2,·,-2,99,·
COc1ccc(N2CCN(CC(=O)NC(=O)NCc3ccco3)CC2)cc1,-2,-0.1,-0.5,-12,2,3,6,2,103,-2
O=C(COC(=O)CCc1nc2ccccc2c(=O)[nH]1)NC(c1ccccc1)c1ccccc1,0,-1.0,-0.5,-2,0,0,6,1,93,-2
Cc1ccc2nc(C)c3c(c2c1)N(c1ccc(F)cc1)CC3,-2,-1.6,-1.2,14,3,-2,·,·,99,·
C=CCn1c(SCC(=O)N(CC)CC)nc(O)cc1=O,-1,0.8,-1.6,3,2,-2,-6,1,99,·
CCOC(=O)CCCCC(=O)c1[nH]c(=O)[nH]c1CSCCO,0,0.8,-1.3,7,-4,4,-1,-1,103,-4
Cc1cc(C)n(-c2nc3c(c(=O)[nH]c(=O)n3C)n2CC(O)c2ccccc2)n1 (stereo not given),-8,-0.2,-1.1,-5,5,23,-9,1,·,8
CC(C)n1c(SCC(=O)N2CCCC2)nc2c1c(=O)n(C)c(=O)n2C,-5,-0.2,0.2,5,5,19,-3,1,103,-4
CC1CC(NC(=O)c2cc3c(=O)n4ccccc4nc3n2C)CC(C)(C)C1 (stereo not given),3,-0.8,0.3,21,1,-15,-3,3,·,-3
O=C(NCC(c1ccco1)N1CCc2ccccc21)C(=O)Nc1ccccc1F (stereo not given),-2,0.5,1.9,-9,2,-2,4,0,116,-4
COc1ccc(CCNC(=O)c2ccc(CNS(=O)(=O)c3cc(C)ccc3C)cc2)cc1OC,3,-0.7,-1.0,3,-2,-2,-4,-2,109,-1
CCOc1ccc(C2C(C(=O)O)c3ccccc3C(=O)N2CCN2CCOCC2)cc1 (stereo not given),1,-0.7,-0.8,7,7,-25,-5,1,98,-4
O=C(COc1cc(Cl)ccc1Cl)Nc1nnc(C2CC2)s1,2,-0.1,-0.5,-6,4,0,-22,2,99,37*
CCN(C(=O)c1cc2cc(OC)ccc2oc1=O)c1ccccc1,1,1.2,-3.2,26,3,-4,1,-2,105,8
O=C(NCCOc1ccccc1)c1ccccc1SCC(=O)N1CCCC1,1,0.5,0.0,-7,0,-2,9,0,104,1
COc1cc(C(=O)NCCc2cn3ccc(C)cc3n2)cc(OC)c1OC,2,-0.1,-1.7,-5,5,·,-5,-3,107,·
CCOc1ccccc1OCCCC(=O)N1CCN(S(=O)(=O)c2cccc(F)c2)CC1,-2,-0.9,-0.8,16,0,-3,-2,-5,·,-3
CN1CCN(C(=O)c2ccccc2NC(=O)COc2ccccc2Cl)CC1,2,0.5,-2.3,-10,3,0,-8,-1,112,-3
Cc1ccc(C(=O)N/C(=C\c2cccs2)C(=O)NC2CCCCC2)cc1,-1,4.0,-0.9,-16,-3,0,-2,5,99,-2
CC1CCN(C(=O)Cn2c3ccc(F)cc3c3nc4n(c(=O)c32)CCCS4)CC1,0,0.9,0.7,-8,-3,1,0,2,·,-3
Cc1cc(C)n(CC2CC(=O)N(c3ccc(C)c(Cl)c3)C2=O)n1 (stereo not given),1,0.8,-0.1,15,-4,-1,-8,1,101,1
CCCCCC(O)C=CC1C(O)CC(O)C1CC=CCCCC(=O)O (stereo not given),·,·,·,·,2,-5,·,2,101,·
COc1cc(C(=O)Nc2ccc(S(=O)(=O)Nc3ncccn3)cc2)c([N+](=O)[O-])cc1OC,0,-2.8,0.0,-8,0,-1,0,0,101,2
COCc1[nH][nH]c(=O)c1C=Nc1ccc(C(F)(F)F)cc1,4,0.4,-2.2,·,4,0,5,-1,102,-4
O=C(Nc1nccs1)c1ccc(Cl)cc1[N+](=O)[O-],-3,-1.2,-2.1,5,1,·,-5,1,123,-1
CC(C)C[C@H]1CN=C(N(C)C)N1CC1CCCC1,-1,4.2,0.0,10,-9,·,-20,-2,101,0
Cc1ccc(-n2[nH]c(C)c(/C=N/NC(=O)c3ccc(O)cc3O)c2=O)cc1,-2,-0.1,-0.8,8,0,1,0,4,108,-2
Cc1cccc(N2CCN(Cc3nc(-c4cccc(Oc5ccccc5)c4)oc3C)CC2)n1,-3,-1.3,-3.1,20,-3,3,6,-7,85,-1
Cc1cc[n+](CC[n+]2ccc(C)cc2)cc1,3,0.2,0.5,23,-1,·,-7,-4,103,-21
CCOc1ccc(S(=O)(=O)NCCC(=O)N2CCN(C(C)=O)CC2)cc1,·,·,·,·,-2,-1,·,-5,105,·
CCN(CC)c1ccc(CNCc2cccs2)cc1,-6,0.6,-0.3,-21,1,13,-6,0,112,1
O=C1CNC(=S)N1CCCn1ccnc1,-7,1.0,-1.7,-4,1,0,-3,0,91,1
O=C(c1ccco1)N1CCN(C(=O)c2ccco2)C1=S,-6,-2.9,-0.2,-9,-2,1,-17,1,·,0

# Screening results deposited in PubChem by several laboratories.
